APJ antagonist: blocks the human apelin receptor APJ | P35414 | inhibition, % at 20 µM | 0.32% of 330,000 active | CHO-K1 APJ beta-arrestin complementation, luminescence;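 active = inhibition above about 40% at 20 µM, limit read from the data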;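 also: cells challenged with 10 nM apelin-13 agonist together with compound; plate controls were apelin-13 plus DMSO wells for no effect and DMSO wells lacking apelin-13 for full effect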
Target sequence (P35414 whole entry, looked up): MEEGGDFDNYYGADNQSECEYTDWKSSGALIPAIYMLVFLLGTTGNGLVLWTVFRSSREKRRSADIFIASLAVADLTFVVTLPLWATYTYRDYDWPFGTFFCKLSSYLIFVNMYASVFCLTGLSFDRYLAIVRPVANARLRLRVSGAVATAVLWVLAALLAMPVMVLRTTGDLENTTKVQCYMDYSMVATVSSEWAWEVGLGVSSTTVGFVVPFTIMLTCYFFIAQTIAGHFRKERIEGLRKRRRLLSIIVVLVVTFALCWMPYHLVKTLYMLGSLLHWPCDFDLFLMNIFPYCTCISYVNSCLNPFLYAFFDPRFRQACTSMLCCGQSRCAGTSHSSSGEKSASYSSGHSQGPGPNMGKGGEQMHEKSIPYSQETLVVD
tim10-1 inh: inhibits growth of tim10-1 mutant yeast; 2.2% of 330,000 active; S. cerevisiae tim10-1 ts strain growth, BacTiter-Glo, 24 h; AID 463190; inhibition, % at 20 µM;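 active = inhibition of at least 40%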;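 also: mutant grown at 25 °C; 0% = DMSO wells with yeast and 100% = wells holding no yeast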
tim23-1 inh: inhibits growth of tim23-1 mutant yeast; S. cerevisiae tim23-1 growth, BacTiter-Glo luminescence, 24 h; AID 463212; 1.3% of 330,000 active; inhibition, % at 20 µM;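 active = growth inhibition of the mutant yeast at or above 50%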;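 also: temperature-sensitive mutant grown at 25 °C; plate controls were DMSO-treated mutant yeast for no effect and medium wells lacking yeast for full effect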
TIM10 inh: TIM10 yeast growth inhibition; S. cerevisiae TIM10 strain growth, BacTiter-Glo luminescence, 24 h; inhibition, % at 10 µM; 1.4% of 330,000 active;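 active = inhibition of 40% or more at the single tested concentration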;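 also: wild-type TIM10 isogenic control strain grown at permissive 25 °C; 0% = DMSO yeast wells and 100% = minimal medium wells without yeast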
MIN6 prolif: MIN6 beta-cell proliferation induction | MIN6 cells proliferation, ATPlite luminescence, 48 h; cells starved in 0.2% serum; 100% = growth in 10% serum | proliferation, % at 10 µM | 0.29% of 330,000 active;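 active = compounds whose signal lies at least 3.5 SD above the mean of all wells on their plate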;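 also: 0% = DMSO-treated cells in low-serum medium and 100% = 10% serum control; some compounds called inactive have numbers as strong as hits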
MPTP inh: blocks calcium-induced mitochondrial swelling | 1.4% of 360,000 active | inhibition, % at 10 µM | AID 602449 | isolated mouse mitochondria, Ca2+ swelling absorbance, 30 min;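 active = inhibition of 50% or more, scaled per plate between neutral and stimulator controls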;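 also: 0% = DMSO wells given calcium and 100% = 1 mM EGTA wells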
GRIN3A LBD mod: modulates the human NR3A ligand-binding domain; NR3A LBD differential scanning fluorimetry, Tm shift; 0% = protein alone, 100% = glycine-bound protein; Tm shift relative to glycine control, % at 25 µM; 2.5% of 340,000 active; AID 1259313;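 active = melting temperature shift of at least 10% of the positive control shift, at one fixed dose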
NALP3 yeast inh: inhibitors of NALP3 inflammasome in yeast; AID 2825; 0.39% of 330,000 active; Yeast reconstituted NLRP3/ASC/caspase-1, beta-gal luminescence, 24 h; inhibition, % at 10 µM;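 active = inhibition of 50% or more; inactive = inhibition below 50%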;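 also: plate controls were induced DMSO wells for no effect and uninduced yeast grown without galactose for full effect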
APJ ag: APJ receptor agonism | P35414 | CHO-K1 APJ PathHunter beta-arrestin, luminescence; 0% DMSO wells, 100% apelin | activation, % at 20 µM | 0.11% of 330,000 active;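 active = activation more than six SD over the plate average, tested at 20 µM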;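 also: 0% = DMSO alone and 100% = apelin-13 at 10 nM; some results filed as inactive read as strong as hits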
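Incubation: overnight seeding, 90 min compound at 25 °C, 1 h detection; test system: PathHunter CHO-K1 APJ (AGTRL-1) beta-arrestin reporter cells; amount: 1000 cells/well; doses: one dose, 20 µM compound, 1% DMSO; measured by: beta-gal luminescence; measure: agonist-driven arrestin binding to APJ; benchmarks: negative DMSO alone, positive Apelin-13 at 10 nM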
The depositor's hits bear a star; . = no result given.

SMILES	APJ antagonist	tim10-1 inh	tim23-1 inh	TIM10 inh	MIN6 prolif	MPTP inh	GRIN3A LBD mod	NALP3 yeast inh	APJ ag
CCCNC(=O)Cc1c(O)c2ccccc2[nH]c1=O	-2	-9	-7	6	-3	-1.4	-4	9	-2
CCCCCC1CCC(C(=O)O)CC1 (centres undefined)	-10	24	12	11	-3	-0.3	-4	35	-6
Cc1ccc(N2C(=O)CCC2=O)c(C)c1	-14	6	10	9	0	3.8	-1	1	0
O=C(OCc1c(F)cccc1Cl)c1cnc(Cl)c(Cl)c1	5	-14	-2	-16	-4	-2.2	4	32	3
Cc1ccc2c(c1)c1ncn(CCC3=CCCCC3)c(=O)c1n2C	0	22	27	13	-2	3.1	2	3	-1
COc1cc(OC)cc(C(=O)NCC(=O)OCC(=O)Nc2ncc(Cl)cc2Cl)c1	-7	10	7	6	-4	-1.4	-1	3	0
CC(C)N1C(=O)CCC1C(=O)NCc1ccc(F)cc1Cl (centres undefined)	12	14	17	-7	-3	0.0	-1	1	0
CCc1nc2sc3c(Cl)ncnc3c2c2c1CCCC2	28	14	10	8	-6	.	-1	13	-6
CC(C)NC(=O)NC(=O)CSc1ncccn1	8	7	-5	-1	1	3.6	0	11	0
CC(C)C(c1nnnn1Cc1ccco1)N1CCN(c2nc3ccccc3s2)CC1 (centres undefined)	0	28	21	45*	-2	-0.9	0	8	-14
CC(C)Sc1nc2c(c(=O)n(C)c(=O)n2C)n1C	18	-12	3	-2	0	0.3	-1	18	-2
CCOc1ccc(Nc2nc(N3CCCC3)nc(N3CCN(c4ccc(OC)cc4)CC3)n2)cc1	1	13	-5	-10	-3	-1.4	0	6	-1
Cn1c(SCC(=O)c2ccccc2)nnc1-c1ccncc1	0	15	1	11	2	1.1	-1	-5	1
CCOC(=O)N1CCN(S(=O)(=O)c2cccc3cccnc23)CC1	-2	9	8	9	3	0.3	1	7	-2
CC1CCCCC12NC(=O)N(CC(=O)NCc1ccc3c(c1)OCO3)C2=O (centres undefined)	3	6	16	4	-2	4.3	0	3	-1
O=C(COc1ccccc1[N+](=O)[O-])N/N=C/c1ccc[nH]1	20	4	-2	34	0	2.4	0	3	-5
CCOC(=O)C1CCN(C(=O)CCc2c(C)nc3ncnn3c2C)CC1	7	4	5	-1	1	-0.5	-1	-4	-1
Cn1cc(CN2CCC(Oc3ccc(C(=O)N4CCCC4)cc3)CC2)cn1	10	6	11	2	5	1.2	1	9	-3
CCN1CCCC(OC(=O)Nc2ccccc2)C1 (centres undefined)	-3	15	3	-15	-1	-0.2	-10	-7	-3
O=C(CCCCCCC(=O)c1ccccc1)c1ccccc1	12	-18	2	-1	-4	1.1	6	-13	-2
Cc1cc(C)cc(NS(=O)(=O)c2ccc3c(c2)C(C)(C)C(=O)N3C)c1	-25	13	23	-1	2	-1.7	-2	-4	1
Cc1ccc(-n2c(C)cc(/C=N/Nc3ccc([N+](=O)[O-])cn3)c2C)c(C)c1	28	29	7	-1	-5	5.5	-2	26	-7
CCOc1ccc(/C=C2/Sc3ccc(C(=O)N4CCOCC4)cc3N(C)C2=O)cc1OC	-20	17	9	-2	2	1.4	-1	-5	-1
CN1CCn2c1nc(N1CCOCC1)nc2=O	1	-2	3	0	1	-0.1	-2	1	2
CCCCn1c(N)c(N(CC(C)C)C(=O)CCNC(=O)c2ccc(Br)cc2)c(=O)[nH]c1=O	-2	15	18	0	2	0.5	0	-3	-2
SMILES	APJ antagonist	tim10-1 inh	tim23-1 inh	TIM10 inh	MIN6 prolif	MPTP inh	GRIN3A LBD mod	NALP3 yeast inh	APJ ag
N#C/C(=C/c1ccco1)C(N)=S	2	-2	25	2	0	-0.6	-11	17	0
O=C(CNCc1ccc(F)cc1)Nc1ccc(S(=O)(=O)N2CCOCC2)cc1	6	13	5	-2	-1	0.0	-1	20	5
COc1ccc(/C=C(/NC(=O)/C=C/c2ccccc2)C(=O)N2CCOCC2)cc1	3	18	12	8	0	-1.7	-4	7	0
Cc1c(S(=O)(=O)N(C)C2CCCCC2)c(=O)n(C)c(=O)n1C	18	3	15	-6	-4	1.2	1	13	-3
COc1cc2c(cc1OC)C(c1ccccc1)N(C(=O)c1ccccc1F)CC2 (centres undefined)	17	33	29	20	-1	-0.6	-3	-1	-4
CCN(c1cccc(C)c1)S(=O)(=O)c1ccc2[nH]c(=O)c(=O)[nH]c2c1	8	10	7	-5	-1	0.4	11*	2	1
COc1ccccc1NC(=O)CN1CCN(CC(=O)Nc2ccc3c(c2)OCCO3)CC1	17	-19	-9	-14	1	-1.9	2	-3	-3
CC1(C)Cc2nc3sc4c(=O)n(CC(=O)NCc5ccco5)cnc4c3cc2CO1	10	10	-11	4	-4	-1.4	1	1	-1
Cc1[nH]c(C)c2c(=O)n(Cc3ccc(Cl)cc3)ncc12	16	2	16	18	1	3.4	0	12	4
CC(C)[C@H](NC(N)=O)C(=O)NCCc1ccc(Cl)cc1Cl	8	16	-3	8	2	-0.9	1	0	-3
O=C(O)C1CC(O)CN1S(=O)(=O)c1cccs1 (centres undefined)	10	8	5	0	0	-2.6	0	13	0
Fc1ccc(Cn2nnc(-c3ccc(Cl)cc3)n2)cc1	8	-7	4	3	0	-0.8	2	4	-2
O=C(c1ccco1)c1cn(CC(=O)N2CCCCCC2)c2ccccc12	-13	25	16	-25	0	0.1	0	7	-2
CCn1nc(C)cc1C(=O)N1CCCC(Nc2ccc(F)c(F)c2)C1 (centres undefined)	5	19	14	9	3	0.5	3	-9	-5
Cc1ccc(-c2nnn(CC(=O)N(CC(=O)NC3CCCCC3)c3cnc4ccccc4c3)n2)o1	-6	12	3	10	-2	-1.1	1	-4	-2
COc1ccc(C)cc1N(C(=O)c1snc(C(N)=O)c1N)C(C(=O)NC1CCCCC1)c1ccc(C)o1 (centres undefined)	1	15	28	2	-4	1.2	-3	12	-4
Cc1cc(N2CCOCC2)nc2ccc(NC(=S)N3CCN(c4ccccc4)CC3)cc12	-18	33	6	12	-5	-0.5	-12	24	3
Cc1ccc(N2C(=O)Cc3ccccc3C2=O)cc1	5	4	25	3	-1	1.5	0	17	-1
Fc1ccccc1/C=N/NC(=S)Nc1ccc(Cl)cc1Cl	17	15	18	17	0	1.8	-3	16	-2
COc1cc(N)ccc1NC(=O)c1cc2ccccc2o1	-6	-10	-11	8	-2	0.4	3	23	1
CN(C)CCNc1nc(S(=O)(=O)c2ccccc2)c(Cl)s1	16	7	2	-1	-3	0.2	-2	5	-3
CCSc1ccc(-c2ccco2)nn1	-1	5	-2	-2	-2	11	0	5	2
Cc1ccc(S(=O)(=O)NC2=NCCC2)cc1	10	9	7	8	-3	-0.6	-1	-1	1
COc1ccc(CC(=O)NCCS(=O)(=O)N2CCN(c3ccc(F)cc3)CC2)cc1OC	-2	18	8	-4	-1	2.4	0	14	-1
COc1ccc(C(=O)NCCS(=O)(=O)N2CCCCCC2)cc1	20	-8	5	-6	-3	0.9	2	5	2
SMILES	APJ antagonist	tim10-1 inh	tim23-1 inh	TIM10 inh	MIN6 prolif	MPTP inh	GRIN3A LBD mod	NALP3 yeast inh	APJ ag
CCc1c(C#N)c(SCc2c(C)noc2C)nc2c1C(=O)CC(C)(C)C2	4	-22	3	-36	-6	0.4	-2	3	1
N#Cc1ccc(COC(=O)CSc2nnc(N)s2)cc1	3	9	12	-6	0	0.4	-1	5	1
Cc1nn(CCCC(=O)Nc2c(F)cc(F)cc2Br)c(C)c1[N+](=O)[O-]	-10	-2	0	5	-2	-0.3	1	15	-1
O=C(NC1CCc2ccccc21)c1cc(COc2cncc(Cl)c2)on1 (centres undefined)	3	18	23	-11	-4	-1.0	-3	15	3
Cc1ccc(C(=O)N2CCC(n3nccc3NC(=O)C3CCOC3)CC2)cc1 (centres undefined)	1	13	9	-2	-2	0.1	0	17	-6
Cc1ccc(/C=C/C(=O)c2ccc([N+](=O)[O-])o2)cc1	-191	27	57*	68*	-7	.	-6	14	13
CC(=O)C1=C(O)CCC1=NCCc1ccccc1	11	-7	2	-4	0	0.4	1	3	2
CC(C)(C)OC(=O)C[C@@H]1C/C=C\C[C@H](CC(=O)NCCO)C(=O)N[C@@H](c2ccccc2)COC1=O	7	-17	-1	9	3	-1.1	0	3	-2
O=C(Nc1ccc(NC(=O)C2CCCCC2)nc1)c1ccco1	1	-25	5	1	-3	-5.6	0	10	-3
CN(Cc1ccccc1)Cc1ccccc1F	11	-17	2	1	-1	-0.5	-3	4	-3
CC(=O)c1c(C)[nH]c(C(=O)CN2CCN(S(=O)(=O)c3ccc(C(C)C)cc3)CC2)c1C	-3	1	5	6	-7	26	0	9	7
COCC(=O)N(C)C[C@H]1N[C@@](C)(C(=O)OC)[C@H]2C(=O)N(C)C(=O)[C@@H]12	3	6	10	-6	-2	-1.1	2	12	-2
C=CCOC(=O)C1=C(C)Nc2nnnn2C1c1cc(OC)ccc1OC (centres undefined)	22	5	-11	-11	-1	0.0	0	5	-3
Cc1nnc(NC(=O)C(C)Sc2nnc(CNC(=O)c3ccccc3F)n2C)s1 (centres undefined)	6	13	-1	1	-2	-0.7	1	-3	-3
Cc1ccc(S(=O)(=O)NNC(=S)NC(C)(C)C)cc1	-7	-4	1	-14	-2	1.3	1	1	-3
Cc1ccc(S(=O)(=O)N2CCN(C(=O)c3n[nH]c4ccccc34)CC2)cc1	-6	19	24	15	0	-1.6	-3	19	-1
CCCCn1c(N)c(N(CCC(C)C)C(=O)C(C)N2C(=O)c3ccccc3C2=O)c(=O)[nH]c1=O (centres undefined)	6	0	-6	-10	-1	-1.7	1	9	-2
O=C(NN=C1CCC(=NNC(=O)c2cccnc2)CC1)c1cccnc1	7	0	10	0	-2	-0.6	1	19	-3
CCOC(=O)N/N=C(\C)c1cccs1	0	6	13	2	-1	0.5	-1	21	4
CCNCC(=O)N1c2ccccc2CCc2ccc(NC(=O)OCC)cc21	18	0	11	10	-4	0.0	-1	-1	-5
CCN(CC)CCNC(=O)CS(=O)Cc1nc(-c2ccc(C)cc2)oc1C (centres undefined)	4	12	3	-15	2	-0.8	-1	-19	-3
Cc1cccc(C(=O)Nc2cccc(C(=O)N3CCOCC3)c2)c1	23	8	12	4	-1	0.1	0	5	-4
COc1ccc(NC(=O)CN2CCc3ccccc3C2)c([N+](=O)[O-])c1	3	7	25	2	-2	1.8	1	27	-3
CCOC(=O)C1=CC[C@@H](c2cc3ccc(OC)cc3n2C)N(S(=O)(=O)c2ccc(C)cc2)[C@H]1C(=O)OCC	15	14	12	7	1	0.4	-1	11	-4
COc1ccc(O)c(/C=N/NC(=S)NCCc2ccccc2)c1	-3	27	10	23	-4	4.2	36*	12	-1

From PubChem BioAssay
